GALK inh: qHTS Assay for Inhibitors of Human Galactokinase (GALK); P51570; Purified GALK, Kinase-Glo residual ATP luminescence; Potency, µM (doses to about 57.5 µM), inactives show top-dose activity change, negative = inhibition, most hits filed as inhibitors; 270,000 tested, 0.007% active; AID 1868, 2009; further: potency means the concentration at half of the fitted maximal effect; on the % scale 0 is the no-effect control and ±100 the full control effect
Target sequence (P51570 whole entry, looked up): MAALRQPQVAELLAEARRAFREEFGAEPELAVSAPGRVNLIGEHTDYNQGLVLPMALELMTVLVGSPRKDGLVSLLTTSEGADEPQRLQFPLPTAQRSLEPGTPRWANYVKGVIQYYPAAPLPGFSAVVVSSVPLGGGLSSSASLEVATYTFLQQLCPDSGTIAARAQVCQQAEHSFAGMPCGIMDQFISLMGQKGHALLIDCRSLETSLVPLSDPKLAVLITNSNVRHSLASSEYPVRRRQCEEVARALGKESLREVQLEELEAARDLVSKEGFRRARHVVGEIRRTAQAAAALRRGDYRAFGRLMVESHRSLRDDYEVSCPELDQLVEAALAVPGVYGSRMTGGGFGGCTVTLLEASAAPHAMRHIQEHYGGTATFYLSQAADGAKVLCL
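Galactose (100 uM) and ATP (35 uM) were turned over by 5 nM GALK for 1 h at RT. Kinase-Glo Plus then converted the remaining ATP into a luminescent signal.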
AT treatment: qHTS Assay for Identifying a Potential Treatment of Ataxia-Telangiectasia. 320,000 tested, 0.19% active. […] A-T fibroblasts, KAP-1 phosphorylation AlphaLISA; neocarzinostatin DNA damage 30 min before lysis. Potency, µM (doses to about 57.5 µM), without a hit: top-dose activation, usual class: activators; further: potency means the concentration at half of the fitted maximal effect; % of control where 0% means no effect; nearly all actives have a fitted effect of over 45% in size
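ATM-like activity read as KAP-1 phosphorylation via AlphaLISA donor/acceptor antibody pairs after lysis and 6 hr at 25C. Cells were ATM-null patient fibroblasts ([…], hTERT), dosed 60 min, then exposed to the DSB inducer NCS for 30 min.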
FBPA coupling cs: qHTS Assay for Inhibitors of Fructose-1,6-bisphosphate Aldolase from Giardia Lamblia: Coupling assay counterscreen. coupling enzyme system counterscreen, AmpLite Red fluorescence. activity change, negative = inhibition, % at 58.2 µM, hits read low. 290,000 tested, 0.67% active; in the data active means activity change below about -30%; further: on the % scale 0 is the no-effect control and ±100 the full control effect
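Counterscreen lacking aldolase: glyceraldehyde-3-phosphate coupling-enzyme reagent preincubated 10 min at RT with compound (at 57.5 uM final), then substrate/coupling system with AmpLite Red added; fluorescence read at 525/598 nm after 20 min RT.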
KCNH2 WT inh: qHTS for Inhibitors of KCHN2 3.1: Wildtype qHTS. 340,000 tested, 0.37% active. activity change, % at 1.84 µM. Voltage-gated inwardly rectifying potassium channel KCNH2 (Homo sapiens), Q12809. AID 720551, 2013. U2OS, BacMam KCNH2, thallium flux FluxOr; stronger effect = lower value;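 active means maximum activity change below -70%; inconclusive means maximum activity change between -70% and -50%; inactive means maximum activity change above -50%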; further: on the % scale 0 is the no-effect control and ±100 the full control effect
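U2OS cells transduced with wild-type KCNH2 virus are loaded with FluxOr dye for 45 min, and thallium flux is measured in kinetic reads before and after stimulation buffer. Rate constants are normalized to DMSO controls.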
TSHR antagonist: Antagonists of the Thyroid Stimulating Hormone Receptor: HTS campaign | Thyrotropin receptor (Homo sapiens), P16473 | TSHR-expressing cells, TSH-stimulated cAMP HTRF, 2 h; stronger effect = lower value | activity change, negative = inhibition, % at 11.5 µM | 330,000 tested, 0.2% active;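 active means activity change below a set negative limit, meaning inhibition stronger than a set level, cut at about -70% in these data; inconclusive means activity change between two set negative limits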; further: on the % scale 0 is the no-effect control and ±100 the full control effect
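TSHR-expressing cells, 200/well, pre-treated with compound, then stimulated with EC80 TSH (4nM final) for 2 hours at 37 deg C. cAMP measured by competitive HTRF: anti-cAMP cryptate antibody in lysis buffer plus cAMP-d2, read after 30 minutes at room temperature.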
MLL CXXC-DNA inh: qHTS Fluorescence Polarization Assay for Inhibitors of MLL CXXC domain - DNA interaction. Histone-lysine N-methyltransferase 2A (Homo sapiens), Q03164. MLL-CXXC / FITC-HOXA9 DNA fluorescence polarization. Potency, µM (highest dose often 115 µM), for inactives: top-dose activity change, negative = inhibition, most hits filed as inhibitors. 290,000 tested, 0.037% active; active means well fitted inhibition curve with a large enough effect in the polarisation, with a control signal flat, not every such curve was filed as active; inconclusive means small, poorly fitted or top-dose-only effect, or effect the other way, or a change in a side signal; inactive means no such curve, though single readings can be large or run the other way; the % refers to the polarisation; further: potency means the concentration at half of the fitted maximal effect
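Fluorescence polarization: 7 uM MLL-CXXC (stock) preincubated 5 min with compounds, then 50 nM fluorescein-HOX-A9 DNA (stock) added; 30 min ambient. Buffer 50 mM Tris-HCl pH 7.5, 50 mM NaCl, 1 mM DTT, 0.05% BSA.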
TCR activator: Activators of T cell receptors: qHTS campaign; primary human leukocytes, anti-CD3, IL-2 HTRF, 48 h; Potency, µM (top dose mostly 9.22 µM), for inactives: at the highest dose activation of IL-2 secretion, most hits filed as activators; 330,000 tested, under 10 active; further: % of control where 0% means no effect
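Activity was scored as IL-2 release from primary human leukocytes given only a TCR signal (a-CD3 beads) plus compound for 48 hr. Detection used a two-antibody HTRF format read at 665nm.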
Giardia killer: Small Molecules that selectively kill Giardia lamblia: qHTS; Giardia lamblia trophozoite viability; activity change, % at 7.66 µM, hits read low; 340,000 tested, 0.15% active; AID 540267, 2011; in the data active means activity change below about -80%; inconclusive means between about -30% and that limit;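 further: parasites exposed to compound for two days anaerobically before the ATP read; on the % scale 0 is the no-effect control and ±100 the full control effect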
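Trophozoite viability was measured as ATP-dependent luminescence, read 15-30 min after reagent addition. Before that, parasites at 100 cells/well were exposed to compounds for 48 h, anaerobically, at 37 deg C.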
BCR signal inh: qHTS Assay to Find Inhibitors of Chronic Active B-Cell Receptor Signaling | Potency, µM (highest dose often 46.1 µM), for inactives: top-dose ratio change, negative = lower green/red ratio, hits mostly inhibitors | 340,000 tested, 0.05% active | ABC-DLBCL IkBa-CBG/CBR reporter, luminescence ratio, 4 h; active means well fitted inhibition curve with a large enough effect in the signal ratio, with a control signal flat, not every such curve was filed as active; inconclusive means small, poorly fitted or top-dose-only effect, or effect the other way, or a change in a side signal; the % refers to the signal ratio;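 further: potency means the concentration at half of the fitted maximal effect; plate controls were basal doxycycline-induced cells for no effect and cells given 10 µM MG132 for full effect; MG132 reads +100%, hits lower the ratio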
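TMD8 ABC-DLBCL cells carrying doxycycline-inducible green luciferase fused to IkappaBalpha plus unfused red luciferase were exposed to compounds (up to 46 uM) for 4 hrs at 37C. Activity came from the overlap-corrected green/red luminescence ratio.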
Tb PFK inh: qHTS Assay to Find Inhibitors of T. brucei phosphofructokinase | ATP-dependent 6-phosphofructokinase (Trypanosoma brucei brucei), O15648 | T. brucei PFK, ADP-Glo luminescence | Potency, µM (series often up to 57.5 µM), for the others: at the top dose activity, negative = inhibition, usual class: inhibitors | 330,000 tested, 0.17% active | AID 485367, 2010;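 further: potency means the concentration at half of the fitted maximal effect; 0% = uninhibited 1x PFK enzyme wells and -100% = no-enzyme wells; nearly all actives have a fitted effect of over 60% in size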
Target sequence (O15648 whole entry, looked up): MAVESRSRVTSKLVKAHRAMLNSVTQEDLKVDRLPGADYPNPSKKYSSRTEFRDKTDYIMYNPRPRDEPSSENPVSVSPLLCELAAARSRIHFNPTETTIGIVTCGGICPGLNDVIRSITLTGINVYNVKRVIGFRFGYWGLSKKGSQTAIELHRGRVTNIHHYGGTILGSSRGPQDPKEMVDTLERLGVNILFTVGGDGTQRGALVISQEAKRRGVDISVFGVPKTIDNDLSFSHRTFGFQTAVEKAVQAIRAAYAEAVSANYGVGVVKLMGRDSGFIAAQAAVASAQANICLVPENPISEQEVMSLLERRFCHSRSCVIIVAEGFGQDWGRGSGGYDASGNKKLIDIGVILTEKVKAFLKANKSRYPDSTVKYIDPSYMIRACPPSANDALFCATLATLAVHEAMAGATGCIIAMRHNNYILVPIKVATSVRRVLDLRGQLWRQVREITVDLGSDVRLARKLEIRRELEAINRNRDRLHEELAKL
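1.25 nM PFK with 0.5 mM F6P and 0.1 mM ATP in 0.1 M TEA pH 8.0, 5 mM MgCl2, incubated 45 min at room temperature; ADP measured by ADP-Glo luminescence; compounds titrated up to 57 uM.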
The depositor's hits bear a star; ? = inconclusive; / = no result given; [ ] = another dose, or the depositor's remark. Unless noted, the call rests on the fitted dose curve; in most records, active means well fitted curve in the direction sought with a large enough effect; inconclusive means small, poorly fitted or top-dose-only effect, or another doubt; inactive means no such curve, though single readings can be large; an effect the other way counts as inactive or inconclusive.

Structure	GALK inh	AT treatment	FBPA coupling cs	KCNH2 WT inh	TSHR antagonist	MLL CXXC-DNA inh	TCR activator	Giardia killer	BCR signal inh	Tb PFK inh
Cc1ccc(NC(=O)CSCC(=O)Nc2ccc(S(=O)(=O)N3CCOCC3)cc2)cc1	-5.2%	15.5%	/	-5.4	1.3	15.8%	-6.2%	5.2	3.9%	4.0%
CC(=O)Nc1c2c3c(cccc3n(C)c1=O)C(=O)c1ccccc1-2	0.7%	-0.2%	2.1	-2.8	-8.7	-13.4%	0.7%	-20.8	4.3%	-5.1%
CCC1CCCCN1S(=O)(=O)c1ccccc1[N+](=O)[O-] (stereo not drawn)	-0.7%	-2.2%	-0.2	0.8	-13.9	61.7%[activator]	1.4%	1.3	3.4%	-4.3%
CC(=O)Nc1cccc(NC(=O)CSc2ncc(-c3ccc(Cl)cc3)n2Cc2ccco2)c1	-0.5%	-9.0%	-1.3	2.8	-23.0	3.1%	4.8%	20.7	?	-6.1%
CCC(Sc1nc(=O)cc(N)n1-c1ccccc1)C(=O)Nc1cc(C)on1 (stereo not drawn)	2.6%	8.2%	3.0	-29.2	-4.8	5.9%	4.0%	-6.1	0.6%	-2.5%
COc1ccc(C)cc1N(CC(=O)N1CCc2ccccc2C1)S(C)(=O)=O	0.3%	3.2%	4.8	-12.5	13.2	-1.9%	-1.2%	-9.4	6.2%	-5.1%
Cc1ccnc(N=Cc2nc(-c3ccccc3Br)oc2O)c1	-0.3%	9.9%	0.1	/	18.9	1.8%	-0.8%	6.8	?	-2.9%
COc1ccc(C(C(=O)NC2CCCC2)N(C(=O)CNC(=O)c2ccco2)c2cccnc2)cc1 (stereo not drawn)	-4.3%	0.5%	-0.7	-15.7	1.6	-0.6%	0.2%	-0.9	-1.2%	2.5%
Cc1ccc(C(=O)Nc2ccncc2)o1	-1.7%	1.8%	-0.1	3.5	-1.0	0.3%	2.8%	13.1	-11.9%	-0.3%
CC1CC(C)CN(S(=O)(=O)c2ccc3c(c2)CCN3C(=O)CCC(=O)O)C1 (stereo not drawn)	-0.7%	-9.1%	/	-3.2	-11.0	10.9%	-1.6%	10.6	0.4%	-1.3%
CCOC(=O)c1ccc(N2C(=O)C(CC(=O)NC)N(CCc3ccc(OC)c(OC)c3)C2=S)cc1 (stereo not drawn)	-2.3%	-1.7%	-2.3	-4.7	13.8	17.1%	-4.2%	0.6	?	4.1%
O=C(O)/C=C/c1cnc2ccccc2c1	-2.0%	-1.5%	1.7	2.3	-4.4	0.4%	-5.3%	-1.1	-0.7%	-1.8%
CCOC(CC(=O)NNC(=O)c1c(-c2ccccc2Cl)noc1C)OCC	9.4%	1.8%	1.5	4.9	-5.2	-27.0%	-5.4%	-0.3	5.7%	-6.2%
CCOC(=O)c1oc2ccccc2c1NC(=O)CN1CCOCC1	7.2%	-0.4%	5.2	-1.6	-25.7	5.6%	6.1%	-3.5	6.1%	0.3%
Cc1ccc(NS(=O)(=O)c2ccc3c(c2)NC(=O)CCS3)cc1F	0.4%	3.6%	-0.1	-16.0	-4.5	3.5%	1.1%	13.1	-1.6%	1.6%
O=S(=O)([O-])CCC[n+]1c(/C=C\Nc2ccccc2)oc2ccc(-c3ccccc3)cc21	1.3%	4.0%	-12.0	/	-10.7	?	/	/	2.0%	2.3%
COc1ccc(C(=O)N/C(=C\c2cccc3ccccc23)C(=O)NCCc2c[nH]c3ccccc23)cc1OC	3.6%	-3.8%	-2.6	1.4	6.9	9.3%	2.9%	-6.4	?	1.7%
O=C(COC(=O)/C=C/c1cccc(Br)c1)NCc1ccco1	/	-3.7%	/	-8.6	-2.7	/	-2.9%	-0.6	0.3%	-3.2%
CC(C)(C)OC(=O)NCCCCCc1nnc(SCC(=O)Nc2cccc(Cl)c2)o1	4.1%	4.4%	-0.4	-3.4	?	-0.2%	1.6%	19.7	0.3%	-7.0%
CC(C)(C)c1ccc(C(=O)NCCC(=O)N2CCN(c3ncccn3)CC2)cc1	-2.8%	0.0%	2.4	-19.3	-1.8	-6.8%	2.8%	25.3	?	0.1%
O=C1NCCN(Cc2cccc(Oc3ccccc3)c2)C1CC(=O)N1CCCO1 (stereo not drawn)	5.3%	5.4%	-1.4	1.5	3.6	-6.9%	5.9%	4.9	-3.9%	-0.2%
CCCNC(=O)c1ccc(S(N)(=O)=O)cc1	-1.0%	4.8%	0.9	-3.4	10.1	?	3.2%	20.3	2.3%	-0.4%
CN(C(=O)COC(=O)/C=C/c1cccc([N+](=O)[O-])c1)C1CCS(=O)(=O)C1 (stereo not drawn)	7.8%	3.1%	0.1	32.5	-12.2	-26.6%	6.8%	-4.0	6.2%	-7.9%
N#Cc1sc2nc(C3CC3)cc(-c3ccccc3)c2c1N	-0.4%	7.0%	0.4	-2.7	37.7	-4.4%	14.8%[46.1 µM]	7.4	3.2%	0.3%
Cc1ccc(CNC(=O)C2CCN(S(=O)(=O)c3ccc4c(c3)OCCCO4)CC2)cc1	1.0%	1.9%	-0.3	3.3	0.8	-5.3%	1.2%[46.1 µM]	-8.7	0.4%	-1.1%
Cc1ccc(S(=O)(=O)Nc2cc3c(C(=O)Nc4ccccc4)c(C)oc3c3ccccc23)cc1	-0.1%	2.7%	-17.9	-0.1	-9.0	6.9%	4.5%[46.1 µM]	0.9	0.3%	-6.6%
CC1(C)NC(=O)N(CCCOc2ccccc2Br)C1=O	-1.3%	/	1.2	-3.9	-4.8	6.0%	-0.5%	5.1	?	2.9%
CCCCc1ccc(NC(=S)N2CCN(C(=O)OCC)CC2)cc1	0.1%	0.1%	0.3	-12.5	1.0	4.2%	-2.9%	-2.7	-2.9%	2.7%
Cc1cccc(N2CCN(S(=O)(=O)c3ccc4c(c3)CCN4C(=O)CCC(=O)O)CC2C)c1 (stereo not drawn)	1.7%	5.5%	9.5	9.2	-9.8	14.7%	-2.3%	31.5[activator]	?	2.4%
Cc1ccc(N(CCC(=O)Nc2nnc(C3CC3)s2)S(=O)(=O)c2ccccc2)cc1	1.7%	3.2%	1.2	/	3.7	-1.6%	-2.0%	/	1.2%	2.7%
Clc1ccc(Cn2ncc3c(NCCN4CCOCC4)ncnc32)cc1	0.8%	3.2%	1.4	2.8	2.7	-9.3%	5.6%	18.7	0.3%	-29.1%
COc1cc(OC)cc(C(=O)Nc2c(F)cccc2F)c1	-1.9%	2.9%	-1.0	-1.7	19.8	-9.1%	-2.2%[46.1 µM]	0.2	?	0.4%
CCC(=O)N1CCc2cc(S(=O)(=O)CCC(=O)Nc3ccc(F)c(F)c3)ccc21	2.5%	/	-0.3	2.9	7.7	10.8%	-1.9%	-5.6	-9.4%	-13.2%
Cc1ccc2nc(C(=O)O)c(C(=O)O)nc2c1	-1.5%	6.8%	2.0	0.4	-4.7	-0.3%	6.5%	-0.9	?	6.3%
CSc1nnc(CNS(=O)(=O)c2ccc(F)cc2)n1C	9.6%	2.1%	0.9	-2.6	1.3	13.2%	-0.7%	1.0	-3.6%	0.2%
Cc1ccnc(NC(=O)CNC(=O)c2ccccc2Br)c1	-1.5%	1.8%	/	-71.0*	5.1	-6.3%	3.9%	-3.2	2.2%	0.7%
COc1ccc2[nH]c(=O)c(CN(C(=O)C(C)C)c3ccccc3OC)cc2c1	-2.8%	13.1%	-2.7	10.7	-14.5	-3.2%	/	2.4	-9.3%	3.7%
NS(=O)(=O)c1ccc(CCNC(=O)C2CCC(CNS(=O)(=O)c3ccc(Br)s3)CC2)cc1 (stereo not drawn)	-2.1%	1.3%	3.4	/	5.2	5.8%	1.5%	-17.5	?	-8.0%
CN1C(=O)/C(=C\c2ccncc2)SC1=Nc1ccccc1	/	-4.4%	5.6	-3.4	14.3	0.9%	-1.6%[46.1 µM]	17.4	-10.7%	-0.2%

Screens from PubChem BioAssay.
